Screening results: PubChem, several laboratories
NPY-Y2 PAM-ag: potentiates or activates human NPY-Y2 receptor. P49146. cells expressing NPY-Y2, potentiator/agonist read-out. activation, % at 3.6 µM. 0.45% of 220,000 active. AID 1359; in the data active means activation above about 27%;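 further: cells stimulated with NPY near EC25 plus isoproterenol at EC100; 0% = vehicle plus submaximal agonist and 100% = vehicle plus saturating agonist; some results beyond the cut were filed as inactive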
Ba/F3 V617F tox: reduce viability of Ba/F3 cells dependent on JAK2V617F. Ba/F3 EpoR-JAK2V617F viability, ATP luminescence. inhibition, % at 5.6 µM. 1.1% of 220,000 active;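 active means inhibition above the campaign mean plus 3 SD over all tested compounds, cut at about 24% in these data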;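 further: cytokine-independent growth of Ba/F3 cells driven by EpoR plus mutant JAK2; 0% = DMSO-treated cells and 100% = JAK inhibitor I control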
S1P4 antagonist: human S1P4 receptor antagonism | S1P4-expressing cells, antagonist mode, reporter read-out | inhibition, % at 4.98 µM | 0.26% of 220,000 active | AID 1510; in the data active means inhibition above about 29%;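 further: 0% = wells stimulated with agonist and 100% = vehicle wells without agonist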
Target sequence (O95977 whole entry, looked up): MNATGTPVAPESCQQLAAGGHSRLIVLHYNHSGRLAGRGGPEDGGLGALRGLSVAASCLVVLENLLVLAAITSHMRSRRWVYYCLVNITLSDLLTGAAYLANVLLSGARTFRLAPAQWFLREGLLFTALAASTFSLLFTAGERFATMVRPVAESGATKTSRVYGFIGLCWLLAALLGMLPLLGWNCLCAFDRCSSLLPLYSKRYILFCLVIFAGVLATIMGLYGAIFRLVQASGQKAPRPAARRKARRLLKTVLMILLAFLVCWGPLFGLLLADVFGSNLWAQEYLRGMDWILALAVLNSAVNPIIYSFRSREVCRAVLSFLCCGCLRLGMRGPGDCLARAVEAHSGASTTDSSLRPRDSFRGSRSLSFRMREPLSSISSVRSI
NPY1 pot ag: potentiators or agonists of human neuropeptide Y receptor Y1; NPY-Y1 expressing cells, potentiator/agonist activation; activation, % at 3.6 µM; 0.37% of 220,000 active; AID 1304; in the data active means activation above about 33%, passing the limit was not always enough;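 further: cells stimulated with NPY at EC10 then isoproterenol at EC100; 0% = low agonist plus stimulus and 100% = saturating agonist plus stimulus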
Target sequence (P25929 whole entry, looked up): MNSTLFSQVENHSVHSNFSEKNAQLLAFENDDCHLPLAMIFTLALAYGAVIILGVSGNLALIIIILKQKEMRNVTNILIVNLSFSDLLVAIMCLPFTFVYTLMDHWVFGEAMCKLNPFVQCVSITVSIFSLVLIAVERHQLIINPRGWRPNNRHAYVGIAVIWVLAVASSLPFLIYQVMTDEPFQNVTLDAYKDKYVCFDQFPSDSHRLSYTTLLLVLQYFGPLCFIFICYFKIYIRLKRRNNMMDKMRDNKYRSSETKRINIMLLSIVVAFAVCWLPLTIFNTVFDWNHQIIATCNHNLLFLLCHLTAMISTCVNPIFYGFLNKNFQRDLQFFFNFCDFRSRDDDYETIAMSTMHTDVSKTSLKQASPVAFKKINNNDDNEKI
S1P4 agonist: activates the human S1P4 receptor; AID 1509; 0.35% of 220,000 active; activation, % at 4.98 µM; O95977; S1P4-expressing cell line, agonist reporter assay; in the data active means activation above about 11%;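 further: 0% = DMSO vehicle and 100% = reference agonist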
RBBP9 inhibitor: inhibitors of human serine hydrolase RBBP9; O75884; recombinant RBBP9, FP-Rh probe fluorescence polarization; inhibition, % at 7.94 µM; 0.2% of 220,000 active; AID 1515;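 active means inhibition above the campaign mean of all tested compounds plus 3 SD, cut at about 14% in these data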;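 further: plate controls were DMSO wells with RBBP9 for no effect and wells lacking RBBP9 protein for full effect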
Target sequence (O75884 whole entry, looked up): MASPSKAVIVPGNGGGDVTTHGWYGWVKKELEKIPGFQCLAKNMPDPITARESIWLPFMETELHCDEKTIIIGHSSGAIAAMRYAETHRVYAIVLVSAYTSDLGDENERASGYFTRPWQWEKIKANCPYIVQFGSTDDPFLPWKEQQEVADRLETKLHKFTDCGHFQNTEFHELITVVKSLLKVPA
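Test system – recombinant human RBBP9 · Input – RBBP9 2.5 µM in dispensing solution, pre-mixing · Medium – Tris buffer pH 8.0, NaCl, Pluronic · Schedule – preincubation 30 min plus labeling 45 min at 25 °C · Measured by – fluorescence polarization · Measure – % inhibition · Controls – DMSO and no-protein wells · Replicates – one well per compound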
Runt-CBFb FRET: blocks binding of human RUNX1 Runt domain to CBFb; Q01196+Q13951; Cerulean-Runt/Venus-CBFb FRET ratio 530/480, 1 h; inhibition, % at 20 µM; 0.46% of 220,000 active; AID 1496;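 active means inhibition over about 50% at 20 µM in the single-dose screen, limit read from the data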;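 further: 0% = DMSO wells and 100% = excess unlabeled CBFb competitor control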
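Measured by: fluorescence energy transfer, 422 nm excitation, 530/480 nm emission; Assay system: Cerulean-Runt domain; Medium: Tris pH 7.5 buffer with BSA; Measure: loss of energy transfer signal; Controls: 5 µM unlabeled CBFb as full-inhibition high control; Incubation: protein complex preformed 1 h, compound exposure 1 h, room temperature, dark.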
NPY-Y1 antag: blocks the human neuropeptide Y Y1 receptor; P25929; 1% of 200,000 active; HEK293-CNG Y1 cells, membrane potential fluorescence; NPY at EC95, then isoproterenol; inhibition, % at 3.6 µM;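 active means inhibition above the campaign mean inhibition of all tested compounds plus 3 SD, cut at about 20% in these data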;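 further: 0% = DMSO wells given NPY plus isoproterenol and 100% = isoproterenol alone without NPY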
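Material: HEK293 Y1/CNG channel cell line; also added: NPY (25 nM), isoproterenol (1 µM), Ro 20-1724 (25 µM); doses: one concentration, 3.6 µM, in 0.4% DMSO; schedule: compound incubation 1 h at room temperature, readout 45 min post-stimulation; technique: membrane potential fluorescence; measure: fluorescence ratio normalized to % inhibition between controls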
BaF3 tox: parental Ba/F3 viability inhibition as JAK2V617F counter-screen. inhibition, % at 5.6 µM. 1.1% of 220,000 active. CellTiter-Glo ATP luminescence;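 active means inhibition above a per-campaign cutoff, the mean inhibition of all tested compounds plus 3 SD, cut at about 27% in these data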;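 further: 0% = DMSO wells and 100% = JAK Inhibitor I control wells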
* hit, by the source's call; . = not tested or not shown.

SMILES	NPY-Y2 PAM-ag	Ba/F3 V617F tox	S1P4 antagonist	NPY1 pot ag	S1P4 agonist	RBBP9 inhibitor	Runt-CBFb FRET	NPY-Y1 antag	BaF3 tox
Cc1ccc(NC(=O)C2C3CCCC2C3c2ccccc2)c(C)c1 (configuration not stated)	6	3	-37	0	-0.5	-13	0	6	7
COc1ccccc1N1CCN(C(=O)CN(c2ccccc2OC)S(=O)(=O)c2ccccc2)CC1	2	3	-11	4	-1.5	-10	0	2	13
O=C(NNC(=O)c1c(F)cccc1F)c1ccccc1-n1cccc1	-9	-1	-13	6	2.3	-9	1	-2	5
Cc1cc(C(=O)CN2C(=O)C(=O)N(CC(C)C)C2=O)c(C)n1-c1ccccc1F	-9	1	1	-17	1.9	-2	0	4	4
COc1ccc(Cn2c(=O)[nH]c3cc(C(=O)Nc4ccc(N5CCN(C)CC5)cc4)ccc32)cc1	11	-1	-9	-3	0.2	0	2	4	2
COC(=O)/C(C#N)=C/c1ccc(C)o1	-2	3	8	0	0.4	-1	15	-3	4
c1ccc(-c2nc(-c3ccncc3)no2)cc1	-7	-2	0	-11	0.2	4	0	4	3
Cc1cc(NC(=O)Nc2ccc(F)cc2F)n(C)n1	-4	3	-6	-13	-0.4	1	1	0	11
O=C(CNC(=S)NC(=O)c1ccc(Cl)cc1)c1ccccc1	-2	-3	-24	-12	1.7	0	-1	4	6
CCOC(=O)CNc1nc(C(C)(C)C)nc2c1nnn2Cc1ccccc1Cl	9	3	-25	13	-0.4	-8	-7	-6	10
CC(=O)NC1=NN(C(C)=O)C2(CCCCC2)S1	-11	-2	-17	-16	-3.3	-5	-1	-3	0
O=C(CCN1CCN(Cc2ccccc2)CC1)Nc1cccc(Cl)c1	-5	3	-3	-1	-0.3	-2	-2	8	6
O=C(CSc1nnc(-c2ccc(F)cc2)o1)NC1CCCCC1	-10	0	6	-11	0.2	-7	-1	3	4
O=C(OCc1nc2ccccc2s1)c1cccc(S(=O)(=O)N2CCOCC2)c1	-2	2	3	4	1.5	-9	-3	-7	4
COc1ccc2[nH]cc(C(O)CN3CCN(c4ccccc4)CC3)c2c1 (configuration not stated)	-3	2	-11	-28	-0.9	-10	0	0	4
Cc1ccccc1CN(C)CC(=O)NC(C)CCc1ccccc1 (configuration not stated)	-16	1	6	-4	0.5	-1	-3	9	6
CCN(CC)C(=O)C1CCCN(C/C(C)=C/c2ccccc2)C1 (configuration not stated)	-12	-3	3	-6	-0.5	4	0	1	7
CN(CCN1CCOCC1)Cc1nc(-c2ccccc2)no1	1	1	-5	-5	2.1	-8	1	13	3
Cc1cc(NC(=O)COc2ccccc2C)no1	-4	-2	-4	18	0.2	-4	2	3	8
O=C(CSc1nnc(-c2ccc(S(=O)(=O)N3CCCC3)cc2)o1)NCc1ccco1	13	-6	-7	-2	0.1	-9	1	-3	-1
COc1ccc(OC)c(C2CC(c3c(-c4ccccc4)c4cc(Cl)ccc4[nH]c3=O)=NN2S(C)(=O)=O)c1 (configuration not stated)	10	-4	-14	14	-0.3	-5	-2	-3	1
O=C(O)CC12CC3CC(C1)CC(n1cncn1)(C3)C2	4	0	6	5	-0.2	-9	-1	6	5
Cc1ccc(-n2cc3c(=O)n(C)c(=O)n(C)c3c2)cc1C	-18	4	-5	-9	0.7	-11	-3	5	4
COc1ccc(C2CC(=O)C3=C(C2)Nc2ncnn2C3c2ccccc2)cc1 (configuration not stated)	10	0	-4	-20	-0.5	-5	2	-5	7
CCn1c2ccccc2c2cc(NC(=O)CSc3nnc(-c4ccccc4)o3)ccc21	-8	-3	-9	-22	-3.0	-4	1	-1	1
CCc1ccc(CNC(=O)CCc2nnc(CCc3ccc(OC)cc3)o2)nc1	-3	-1	-17	8	0.7	0	0	-2	9
COc1ccc(CCNC(=O)CSc2ncnc3c2oc2ccccc23)cc1OC	-7	-3	-28	-19	0.1	-6	-1	-9	2
COc1ccc(CNC(=O)c2c([S-])n(-c3ccc(C)cc3)c3cccc[n+]23)cc1	-1	0	-14	-17	1.1	-11	3	0	3
O=C(N1CCOCC1)n1nnc2ccccc21	17	-1	-7	8	-1.6	-7	-1	3	-1
O=C1C=C(O)C(n2cncn2)C(c2cc(F)ccc2F)C1 (configuration not stated)	-1	2	-23	-2	-0.7	-12	-1	0	5
CC(=O)c1cccc(NC(=O)N2CCCC2C(=O)NCCc2ccccc2)c1 (configuration not stated)	14	1	-5	5	-1.1	1	1	1	1
CCOC(=O)C1CCCN(C(=O)c2ccc(CNS(=O)(=O)c3ccc(C)cc3)cc2)C1 (configuration not stated)	-26	4	12	-19	-1.1	6	-2	2	6
O=C(NCCCN1CCCC1=O)c1ccccc1NS(=O)(=O)c1ccc(F)cc1	-1	4	-12	-9	0.1	-3	-1	8	4
COc1ccc(C(=O)N(c2ccc(C)cc2)C2C=CS(=O)(=O)C2)cc1OC (configuration not stated)	-2	2	11	-13	0.7	-4	-1	-1	2
CC(=O)c1cnc(Nc2ccc(C)cc2)s1	-5	3	1	17	-0.3	3	-2	-6	9
Cc1ccc(C(=O)OCC(=O)NCCN2C(=O)CSC2=O)cc1	1	-3	-5	6	-0.4	-8	-1	8	5
CCC(C)NCCOCCSc1ccc(Cl)cc1 (configuration not stated)	6	0	7	-1	0.0	0	-1	3	4
O=S(=O)(c1ccccc1)c1cnn2c(C(F)(F)F)cc(-c3ccc(F)cc3)nc12	2	-2	1	4	-0.8	-7	6	-2	8
Cc1cc(Cl)ccc1OCCCC(=O)OCC(N)=O	-10	0	-3	-19	3.0	-5	0	5	2
Cc1ccc(-c2cn3nc(-c4ccccc4)c(-c4ccccc4)nc3n2)cc1	-22	-4	14	3	-0.1	11	2	.	5

The last three records of the section above open the next one.
SMILES	NPY-Y2 PAM-ag	Ba/F3 V617F tox	S1P4 antagonist	NPY1 pot ag	S1P4 agonist	RBBP9 inhibitor	Runt-CBFb FRET	NPY-Y1 antag	BaF3 tox
O=S(=O)(c1ccccc1)c1cnn2c(C(F)(F)F)cc(-c3ccc(F)cc3)nc12	2	-2	1	4	-0.8	-7	6	-2	8
Cc1cc(Cl)ccc1OCCCC(=O)OCC(N)=O	-10	0	-3	-19	3.0	-5	0	5	2
Cc1ccc(-c2cn3nc(-c4ccccc4)c(-c4ccccc4)nc3n2)cc1	-22	-4	14	3	-0.1	11	2	.	5
Cc1c(NC(=O)c2cc3c(=O)n4ccccc4nc3s2)c(=O)n(-c2ccccc2)n1C	-10	-2	-20	14	0.3	2	0	.	2
CCOc1ccc(NC(=O)N2CCC(c3nc4ccccc4o3)CC2)cc1	3	-1	5	18	-0.5	-1	-1	-5	5
Cc1nn(-c2ccccc2)c2nc(-c3ccccc3)cc(C(=O)N3CCOCC3)c12	8	5	-10	-7	-1.0	-11	-3	2	6
O=S(=O)(c1cnc(Cl)c(Cl)c1)N1CCN(c2ncccn2)CC1	-6	-1	-5	1	0.2	-4	2	.	-2
COc1ccc(CNc2nc(NCc3ccc(OC)cc3)n(C(C)=O)n2)cc1	-5	2	0	-7	1.5	-9	-3	6	1
Cc1ccccc1NC(=O)c1cc2ccccn2n1	-5	4	-16	-2	-0.4	-2	1	.	-3
CC(C)(C)NC(=O)c1cccc2c1C(=O)c1ccccc1-2	11	-1	-11	15	-0.1	0	-2	.	-1
O=Cc1ccccc1Oc1nc(N2CCOCC2)nc(N2CCOCC2)n1	1	2	-1	-2	-0.9	-6	-3	-7	3
C/C(=N\N=C\c1ccccc1)c1nnn(-c2nonc2N)c1C	4	2	-13	0	0.1	-5	0	-3	3
CC(=C/c1ccco1)/C=N/NC(=O)CSc1nnc(SCc2ccc(C)cc2)s1	-3	4	-10	0	1.1	-2	0	5	9

Three of these compounds in a different format.
Cc1nn(-c2ccccc2)c2nc(-c3ccccc3)cc(C(=O)N3CCOCC3)c12
  NPY-Y2 PAM-ag: 8
  Ba/F3 V617F tox: 5
  S1P4 antagonist: -10
  NPY1 pot ag: -7
  S1P4 agonist: -1.0
  RBBP9 inhibitor: -11
  Runt-CBFb FRET: -3
  NPY-Y1 antag: 2
  BaF3 tox: 6
CCOc1ccc(NC(=O)N2CCC(c3nc4ccccc4o3)CC2)cc1
  NPY-Y2 PAM-ag: 3
  Ba/F3 V617F tox: -1
  S1P4 antagonist: 5
  NPY1 pot ag: 18
  S1P4 agonist: -0.5
  RBBP9 inhibitor: -1
  Runt-CBFb FRET: -1
  NPY-Y1 antag: -5
  BaF3 tox: 5
CC(=C/c1ccco1)/C=N/NC(=O)CSc1nnc(SCc2ccc(C)cc2)s1
  NPY-Y2 PAM-ag: -3
  Ba/F3 V617F tox: 4
  S1P4 antagonist: -10
  NPY1 pot ag: 0
  S1P4 agonist: 1.1
  RBBP9 inhibitor: -2
  Runt-CBFb FRET: 0
  NPY-Y1 antag: 5
  BaF3 tox: 9

Carrying on:
SMILES	NPY-Y2 PAM-ag	Ba/F3 V617F tox	S1P4 antagonist	NPY1 pot ag	S1P4 agonist	RBBP9 inhibitor	Runt-CBFb FRET	NPY-Y1 antag	BaF3 tox
COc1ccc(OCC(=O)N2CC3(C)CC2CC(C)(C)C3)cc1 (configuration not stated)	6	2	-17	9	0.6	5	-1	1	4
Cc1cccc(C(=O)Nc2nnc(-c3ccncc3)o2)c1	-9	3	6	-7	1.2	-5	1	7	5
CCOc1ccc(-c2cc(CCCC(=O)NCc3cccnc3)no2)cc1	8	-4	-6	5	-1.6	-5	-1	-8	0
COC(=O)c1c(C)[nH]c(O)c1C=Nc1ccc(C(C)C)cc1	-18	-2	-23	-17	-2.1	-5	1	8	18
CCN(CC)C(=O)CSc1ccccc1N	9	2	8	16	1.5	-4	2	6	2
CCNC(=O)CC1C(=O)N(c2ccccc2)C(=O)N1CCc1ccc(OC)cc1 (configuration not stated)	-10	1	-5	0	-0.3	-5	-3	-1	5
CCC(=O)N(Cc1cc2c(C)cc(C)cc2[nH]c1=O)C1CCCCC1	5	-3	7	-17	-2.7	-7	2	-4	1
O=c1[nH][nH]c(=O)n1-c1ccccc1	1	0	-15	18	1.9	5	0	3	6
COc1cccc(NS(=O)(=O)c2ccc(OC)c(OC)c2)c1	14	0	-19	8	1.2	-5	-2	-4	3
CCOC(=O)c1c(-c2ccc(F)cc2)csc1NC(=O)c1c(-c2ccccc2)noc1C	-5	-3	-11	-3	0.9	-9	1	-1	8

Three entries from above, sorted by the value under Runt-CBFb FRET, high to low.
| structure | NPY-Y2 PAM-ag | S1P4 antagonist | NPY1 pot ag | S1P4 agonist | RBBP9 inhibitor | Runt-CBFb FRET |
| --- | --- | --- | --- | --- | --- | --- |
| CCN(CC)C(=O)CSc1ccccc1N | 9 | 8 | 16 | 1.5 | -4 | 2 |
| COc1cccc(NS(=O)(=O)c2ccc(OC)c(OC)c2)c1 | 14 | -19 | 8 | 1.2 | -5 | -2 |
| CCNC(=O)CC1C(=O)N(c2ccccc2)C(=O)N1CCc1ccc(OC)cc1 (configuration not stated) | -10 | -5 | 0 | -0.3 | -5 | -3 |
